ssDAF12 agonist – S. stercoralis DAF-12 activation, primary screen; HEK293 ssDAF-12/GRIP1 lit1-tk-luc reporter, luminescence; % of 3 µM dafachronic acid response; 370,000 tested, 1% active; activation, % at 6.8 µM;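 active = activation above the mean over all tested compounds plus 3 SD, cut at about 0.9% in these data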;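 note: 0% = DMSO-only wells and 100% = 3 µM delta7-dafachronic acid wells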
NR1D1 modulator – modulators of human Rev-erb alpha DNA binding; Rev-erbα–FITC-DNA binding, fluorescence polarization, 90 min; 370,000 tested, 0.79% active; AID 1259318; activity, % at 10 µM; P20393;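 active = activity above about 14%, limit read from the data; passing the limit was not always enough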;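 note: 0% = DMSO wells with 35 nM protein and 100% = DMSO wells with 750 nM protein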
hcDAF12 agonist – activates DAF-12 receptor from parasite H. contortus; HEK293 hcDAF-12 lit1-tk-luc reporter, luminescence; 0% DMSO, 100% Δ7-dafachronic acid; activation, % at 6.8 µM; 370,000 tested, 1.4% active;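 active = activation above the mean of all tested compounds plus 3 SD, cut at about 5.5% in these data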;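 note: 100% = response to 3 µM Δ7-dafachronic acid high control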
GAA850 FXN act – increases GAA850 frataxin promoter reporter activity; HEK293 lucGAA850 FXN promoter luciferase reporter, 24 h; percent of 10 µM SAHA response; activation, % at 6 µM; 360,000 tested, 0.56% active;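 active = activation above the average of all compounds screened plus 3 SD, cutoff fixed separately per campaign, cut at about 7.5% in these data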;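 note: 0% = DMSO wells and 100% = 10 µM SAHA wells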
DAX1 inh-1 – inhibitors of DAX1 repression of SF-1 activated StAR promoter; HEK293T StAR-luciferase reporter, SF-1/DAX-1 repression relief; inhibition, % at 6.8 µM; 370,000 tested, 1.1% active; AID 652010;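 active = inhibition above the mean over all tested compounds plus 3 SD, cut at about 3.6% in these data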;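 note: 0% = DAX-1 cells with DMSO and 100% = cells lacking DAX-1 with DMSO; higher inhibition means more luminescence from relief of DAX-1 repression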
SMARCA2 act – increases SMARCA2 function in MMTV reporter cells | AID 652017 | MG213 cells, MMTV-luciferase reporter, dexamethasone, overnight | activation, % at 9.1 µM | 370,000 tested, 1% active; in the data active = activation above about 7.8%;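 note: 0% = vehicle wells and 100% = reference activator wells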
sPLA2-III inh – Blocks human group III sPLA2 activity; Q9NZ20; QFRET BODIPY PC-A2 liposome hydrolysis, fluorescence; inhibition, % at 12.2 µM; 370,000 tested, 0.56% active;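 active = inhibition above mean plus 3 SD of compounds lying within the high and low control bounds, cut at about 19% in these data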;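 note: 0% = median of test compound wells and 100% = no enzyme DMSO wells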
Target sequence (Q9NZ20 whole entry, looked up): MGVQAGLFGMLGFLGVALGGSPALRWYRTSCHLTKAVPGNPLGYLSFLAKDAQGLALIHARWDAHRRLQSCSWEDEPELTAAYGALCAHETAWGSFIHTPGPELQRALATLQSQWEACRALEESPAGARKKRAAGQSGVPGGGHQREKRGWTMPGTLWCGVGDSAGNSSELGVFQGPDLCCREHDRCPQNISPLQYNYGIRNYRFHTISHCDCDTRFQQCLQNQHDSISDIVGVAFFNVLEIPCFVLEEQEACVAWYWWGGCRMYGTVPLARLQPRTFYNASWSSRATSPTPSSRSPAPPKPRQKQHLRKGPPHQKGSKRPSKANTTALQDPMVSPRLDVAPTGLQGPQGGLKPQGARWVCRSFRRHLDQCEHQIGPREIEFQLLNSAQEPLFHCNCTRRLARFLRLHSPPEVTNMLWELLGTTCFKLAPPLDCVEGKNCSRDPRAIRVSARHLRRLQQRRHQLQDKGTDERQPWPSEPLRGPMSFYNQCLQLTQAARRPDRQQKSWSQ
PLC-beta3 inh – blocks human PLC-beta3 enzyme activity. AID 720704. Purified PLC-beta3, fluorogenic substrate, fluorescence. inhibition, % at 12.2 µM. 370,000 tested, 0.18% active; in the data active = inhibition above about 11%;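 note: 0% = median of compound wells on plate and 100% = full blocker control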
hgDAF12 agonist – activates the H. glycines DAF-12 receptor ligand-binding domain | AID 687014 | 370,000 tested, 1.8% active | HEK293 GAL4-hgDAF12 UAS-luciferase reporter, agonist luminescence; normalized to butyrate control | activation, % at 6.8 µM;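 active = activation above a cutoff set at the mean of all screened compounds plus 3 SD, cut at about 10% in these data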;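 note: 0% = DMSO wells and 100% = sodium butyrate wells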
PG9 binder – binds the HIV-1 gp120 antibody PG9; TR-FRET gp120-PG9 antibody binding; inhibition, % at 6.7 µM; 360,000 tested, 0.43% active; in the data active = inhibition above about 8.5%
DAX1 inh-2 – NR0B1 (DAX1) inhibition; inhibition, % at 6.75 µM; AID 504766; 340,000 tested, 0.99% active; HEK293 Gal4-DAX1 luciferase reporter, luminescence; P51843;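 active = inhibition above the mean over all tested compounds plus 3 SD, cut at about 4.2% in these data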;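 note: 0% = DAX1-transfected cells with DMSO and 100% = empty-vector control cells with DMSO; inhibition shows as a rise in luminescence from relieved DAX1 repression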
Target sequence (P51843 207-470 limits assumed): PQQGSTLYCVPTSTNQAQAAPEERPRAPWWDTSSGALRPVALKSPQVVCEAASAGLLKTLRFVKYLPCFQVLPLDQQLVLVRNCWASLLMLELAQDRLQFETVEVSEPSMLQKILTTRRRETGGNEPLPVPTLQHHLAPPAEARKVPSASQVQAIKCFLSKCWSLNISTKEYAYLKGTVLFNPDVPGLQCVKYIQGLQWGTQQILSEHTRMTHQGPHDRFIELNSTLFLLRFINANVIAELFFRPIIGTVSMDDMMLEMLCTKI
* hit, by the source's call; · = not tested or not shown.

Values run as follows: GAA850 FXN act	NR1D1 modulator	SMARCA2 act	PG9 binder	sPLA2-III inh	DAX1 inh-1	PLC-beta3 inh	hcDAF12 agonist	hgDAF12 agonist	ssDAF12 agonist	DAX1 inh-2
> C[C@]12c3[nH]c4ccccc4c3CCN1C(=O)C(CC(=O)NCc1ccco1)C[C@@H]2C(=O)N1CCOCC1 (stereo partly drawn)
    -0.7	-4	-4	-1.1	5	0.4	7	0.2	0.8	-1.8	0.6
> CCCCCC(=O)N1C[C@@H](n2cc(C3CC3)nn2)[C@H](O)C[C@@H]1c1ccc(C)cc1
    -1.2	3	-2	-0.3	-1	-0.2	3	-1.7	2.0	-0.8	-0.6
> O=C1NC(=S)SC1=Cc1ccccc1C(=O)O
    ·	-3	4	-1.9	0	-0.2	0	1.2	1.8	-0.8	·
> FC(F)(F)c1cccc(NC(=S)NCCN2CCOCC2)c1
    1.1	6	-1	1.6	4	-0.8	3	-1.1	-0.4	-0.1	0.6
> C=CCn1c(SCC(=O)OCC)nc2cc(C(=O)NCc3ccco3)ccc2c1=O
    0.7	2	-2	-3.7	-5	0.4	0	-1.6	0.0	-1.5	-1.3
> CCOc1ccc(Oc2c(/C=N/NC(=O)C3CC3)c(C)nn2-c2ccccc2)cc1
    -0.3	5	-4	-0.9	7	-1.6	-10	-3.9	-2.4	-2.1	-1.7
> Cc1cccc(NC(=O)CSc2nc(C)c(Cc3ccccc3)c(=O)[nH]2)c1
    1.3	6	-4	0.1	-32	-0.5	-5	-2.7	0.6	-0.4	1.6
> CCCc1cc(C(=O)N2CCCC(N3CCN(c4ccc(F)cc4)CC3)C2)no1 (stereo not drawn)
    -1.4	4	-2	-0.4	0	-1.3	-9	-2.2	0.0	-1.6	0.1
> CCC(=O)NC(=S)Nc1ccc2oc(-c3ccc(OC)cc3)nc2c1
    3.2	6	-3	0.3	3	0.6	-2	-0.8	1.9	-1.2	-0.1
> CCOC(=O)c1oc2ccc(Br)cc2c1CSc1nnc(C)s1
    -0.1	-5	-2	0.2	2	0.0	2	0.7	1.4	-0.1	-0.8
> Cn1c(SCC(=O)Nc2ccc3c(c2)OCCO3)nnc1-c1ccco1
    1.9	-2	-7	1.9	-1	-0.6	6	0.5	-2.0	-1.6	1.1
> CC1CCCCC1NC(=O)CSc1nncs1 (stereo not drawn)
    -1.7	6	-1	1.0	2	-0.7	2	-1.0	-1.1	-0.8	1.0
> O=C(O)c1ccc(OCC2CCCO2)cc1 (stereo not drawn)
    0.8	-1	-3	1.5	7	0.2	-2	-0.9	2.5	-1.0	2.4
> Cc1cc(C)n(-c2nc(Nc3ccccc3C)nc(-n3nc(C)cc3C)n2)n1
    ·	0	-1	2.1	6	-0.2	0	-1.5	-3.3	-0.9	·
> COc1cc(SC)ccc1C(=O)Nc1nc(C)cs1
    -13	-1	-6	0.8	-4	-3.7	-39	-4.3	-15	-3.6	-7.8
> COC(=O)Nc1ccc(Cc2ccncc2)cc1
    0.1	-3	1	-2.9	2	-0.5	1	-0.6	1.9	-1.4	-0.6
> O=C(O)c1ccc(CN2CCCCC2)o1
    4.3	11	1	3.3	6	0.5	0	-0.6	-0.6	-1.4	-1.3
> Clc1cc(Br)ccc1NCc1cccnc1
    3.3	0	0	-1.1	-4	0.1	-4	-1.9	0.9	-1.3	-0.1
> OC1(c2ccccc2F)CCN(Cc2nnnn2CCc2ccccc2)CC1
    0.5	3	-2	-1.9	-9	-0.4	3	-0.5	-0.1	-0.8	-1.2
> Cc1ccc(Cc2c(C3CCCCC3)nc3ccc(C)cn23)cc1
    ·	3	-1	1.2	-1	2.0	-10	-0.4	3.2	-0.4	·
> CCC(C)[C@H](NC(=O)NC1CCCc2ccccc21)C(=O)OC (stereo partly drawn)
    1.2	6	-4	-1.5	8	-0.3	-8	0.3	-1.6	-1.6	1.9
> C/C(=N\NC(=O)c1cc(C2CC2)nc2ccccc12)c1ccc(O)cc1O
    -4.5	2	1	-1.1	8	-1.3	-38	-0.1	-0.2	-1.5	0.1
> COc1cc(C(=O)NCC(=O)Nc2ccc(F)c(F)c2)ccc1OCC(=O)N1CCOCC1
    -0.2	0	-3	-1.1	9	-1.6	-11	-1.2	3.3	-1.3	-1.0
> COC(=O)c1cccc(NC(=O)c2cnoc2C)c1
    -0.1	0	-2	-1.1	8	0.0	1	-0.5	-1.6	-1.7	-0.2
> O=C1CC(N(Cc2ccc3c(c2)OCO3)C(=O)Nc2ccc(F)cc2)C(=O)N1c1ccccc1 (stereo not drawn)
    -2.9	-4	-1	0.9	-21	-0.4	1	-0.6	-0.9	-1.3	-0.4
> O=C(CSc1nnc(-c2cccnc2)n1-c1ccc(F)cc1)NCc1ccc2c(c1)OCO2
    -0.7	-1	-3	0.4	2	-0.7	-2	-0.4	-1.3	-1.3	0.3
> Cc1cc(C)nc(SCC(=O)Oc2ccc3oc(=O)cc(C)c3c2)n1
    -0.1	-3	1	-1.0	-5	0.4	-30	-0.2	6.4	-0.5	0.6
> O=C(NC(=S)N1CCCCC1CO)c1cc(Br)ccc1Cl (stereo not drawn)
    2.0	-1	2	-2.2	11	1.1	-6	0.5	-1.3	-1.2	-1.2
> CCc1[nH]c(=S)c(C#N)c(-c2ccccc2)c1C(=O)OC
    1.8	1	-2	1.3	17	0.2	-9	-0.8	-4.5	-0.9	0.8
> C=CCN(c1ccc(C(=O)NC(C)C)cc1)S(C)(=O)=O
    2.9	-2	-2	-3.2	3	0.1	4	0.0	2.8	-0.4	1.0

Ordered by the number under DAX1 inh-1 (rising): some entries from above
SMILES	NR1D1 modulator	SMARCA2 act	PG9 binder	sPLA2-III inh	DAX1 inh-1	PLC-beta3 inh	hcDAF12 agonist	ssDAF12 agonist	DAX1 inh-2
C/C(=N\NC(=O)c1cc(C2CC2)nc2ccccc12)c1ccc(O)cc1O	2	1	-1.1	8	-1.3	-38	-0.1	-1.5	0.1
FC(F)(F)c1cccc(NC(=S)NCCN2CCOCC2)c1	6	-1	1.6	4	-0.8	3	-1.1	-0.1	0.6
C=CCN(c1ccc(C(=O)NC(C)C)cc1)S(C)(=O)=O	-2	-2	-3.2	3	0.1	4	0.0	-0.4	1.0

Later entries:
Values run as follows: GAA850 FXN act	NR1D1 modulator	SMARCA2 act	PG9 binder	sPLA2-III inh	DAX1 inh-1	PLC-beta3 inh	hcDAF12 agonist	hgDAF12 agonist	ssDAF12 agonist	DAX1 inh-2
> CSc1nc(-c2ccc(Cl)cc2)c(C#N)c(=O)[nH]1
    2.8	-4	-2	3.7	-12	-0.2	-9	-0.7	-2.2	-1.1	0.6
> COc1ccc(Cn2ccnc2SCC(=O)Nc2ccccc2)cc1
    -0.9	0	-1	2.1	-2	-1.6	-8	-2.1	0.1	-0.8	-0.2
> O=C(CCN1C(=O)c2ccc(Br)cc2C1=O)NC1CCCCC1
    0.2	-1	-2	-2.3	-4	0.8	-6	0.6	0.7	-1.1	0.2
> CCN1CCCCC(NC(C)=O)C1=O (stereo not drawn)
    ·	-2	-2	·	18	-1.4	-1	-2.6	0.4	-0.7	·
> Cc1cc(C)c2c(CN3CCN(Cc4ccc5c(c4)OCO5)CC3)cc(=O)oc2c1C
    -1.4	3	-1	-2.1	8	0.0	-3	0.4	-0.8	-1.4	1.4
> CSc1nc(C)cc(OCNC(=O)c2cccs2)n1
    -0.3	1	-2	0.3	3	0.3	4	-1.7	0.3	-1.7	1.6
> Cc1cccc(NC(=O)C2CC(=O)N(c3ccccc3)C2)c1C (stereo not drawn)
    0.2	3	-1	-2.2	3	-0.2	1	-2.1	-0.1	-0.5	-0.8
> Cn1nc(C(=O)NCc2cccc(Cl)c2)c2c1-c1ccccc1S(=O)(=O)C2
    0.7	-1	-3	-3.9	-2	-0.1	-2	-1.6	-2.9	-1.1	-0.6
> Cc1ccccc1NC(=O)CN1CCN(C)CC1
    -1.5	-4	-1	-0.4	-1	-0.4	-1	0.5	1.4	-0.7	-1.1
> N#Cc1cnc(Sc2ccccc2)nc1
    -1.3	-2	3	1.4	1	-0.4	-4	-0.1	-0.1	-1.4	-0.4
> C=CCn1c(C)cc(C(=O)CSc2nc3ccccc3[nH]2)c1C
    -6.2	-7	-4	4.2	-7	-1.1	1	-0.2	-4.0	-2.2	-4.2
> Cc1nccn1-c1ccc(C=O)cc1
    -0.1	2	1	1.1	2	1.1	-1	0.3	3.3	-1.6	1.5
> COC(=O)[C@@H]1C[C@@]2(O)[C@@H](O)[C@@H](O)[C@@H](O)C[C@H]2N1Cc1ccc(-c2ccccc2)cc1
    3.0	-1	1	-2.3	4	0.6	-4	0.6	0.1	-0.8	1.0
> O=C(c1cc2cc(Br)ccc2oc1=O)N1CCN(c2ccccn2)CC1
    -1.0	2	3	-1.8	0	-1.1	-4	-1.3	-0.7	-1.6	1.9
> O=C(COC(=O)c1ccc([N+](=O)[O-])s1)Nc1ccc(Cl)cn1
    3.9	-4	4	-3.2	-33	-0.4	-7	-1.1	0.3	-0.3	-0.8
> COc1ccccc1Nc1nnc(SCC(=O)Nc2cc(C)on2)s1
    -0.4	-19	2	-0.5	1	0.7	2	-0.7	-0.1	-1.2	-0.4
> NS(=O)(=O)c1ccc(N=Nc2c(O)c(C(=O)O)cc3ccccc23)cc1
    -0.1	2	-3	-7.1	33*	-0.7	-21	1.0	-3.3	-1.5	0.1
> Cc1ccc(C(=O)C(C)OC(=O)CCN2C(=O)C3C4C=CC(C5CC45)C3C2=O)cc1 (stereo not drawn)
    2.3	1	-1	-0.3	-3	-0.3	-7	0.1	-2.4	-1.0	-0.5
> O=C(CCNC(=O)c1ccccc1)NNC(=O)COc1ccccc1Cl
    -1.5	-2	0	0.2	-3	-0.1	3	0.1	-0.2	-0.9	-0.2
> Nc1nnc(CCc2ccccc2)s1
    -0.7	-2	0	-0.8	2	-0.3	7	0.3	1.7	-0.7	0.0
> O=C(NC1CC1)C1CCN(C(=O)c2ccccc2Cl)CC1
    -0.1	2	0	0.3	6	0.2	-5	-2.1	0.5	-1.0	-1.0
> Cc1ccccc1OCCC(=O)OCC(=O)Nc1ccc2[nH]c(=O)[nH]c2c1
    0.0	-1	-3	-0.5	-1	0.1	2	0.0	2.7	-0.5	0.3
> Cc1nc(-c2ccc(S(=O)(=O)Nc3cccc(S(N)(=O)=O)c3)s2)cs1
    2.5	8	-4	0.0	-15	-0.1	-5	-1.0	-0.7	0.0	·
> CCN(CC)c1ccc(NC(=O)CCNC(=O)c2ccco2)cc1
    1.4	1	2	-9.3	17	-0.7	4	2.1	1.8	-1.3	0.8
> CCC(C(=O)Nc1cccnc1Cl)c1ccccc1 (stereo not drawn)
    1.0	-2	3	-3.0	-7	-0.1	4	-0.4	1.2	-0.7	-0.2
> Cc1ccc(S(=O)(=O)N2C[C@H]3C(=O)C[C@@H](c4ccc(Cl)cc4)N(S(=O)(=O)c4ccc(C)cc4)[C@H]3C[C@H]2c2ccccc2)cc1
    ·	0	1	-0.4	-2	1.0	0	-1.4	0.9	-1.2	·
> C=CCN1C(=O)CSc2ccc(C(=O)NC3CCCCC3)cc21
    -0.7	-3	-4	0.5	8	-0.2	-8	-1.7	-1.7	-1.2	-0.1

Assay outcomes as filed in PubChem BioAssay.
